D1 potentiator: enhances dopamine response at the human D1 receptor; P21728; HEK293 TREx D1 cells, calcium flux, dopamine EC20 potentiation; potentiation, % at 10 µM; 360,000 compounds, 0.036% hits; in the data active = potentiation above about 30%; note: 0% is about no effect
Target sequence (P21728 whole entry, looked up): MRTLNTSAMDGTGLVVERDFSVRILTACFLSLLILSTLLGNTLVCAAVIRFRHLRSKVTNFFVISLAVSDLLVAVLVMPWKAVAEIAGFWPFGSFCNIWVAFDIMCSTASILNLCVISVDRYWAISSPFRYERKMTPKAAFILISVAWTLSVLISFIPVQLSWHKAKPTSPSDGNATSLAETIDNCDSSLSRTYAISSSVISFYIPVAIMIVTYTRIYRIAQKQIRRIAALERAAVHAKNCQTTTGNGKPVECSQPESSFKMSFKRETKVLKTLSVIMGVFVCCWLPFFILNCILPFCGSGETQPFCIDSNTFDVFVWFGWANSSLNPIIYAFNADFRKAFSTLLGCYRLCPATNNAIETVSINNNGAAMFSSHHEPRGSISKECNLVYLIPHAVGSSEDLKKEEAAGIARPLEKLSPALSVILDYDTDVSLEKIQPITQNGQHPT
RXFP1 antag: RXFP1 (human) relaxin receptor antagonism; Q9HBX9; HEK293-RXFP1, relaxin-stimulated cAMP HTRF, 30 min; stronger effect = lower value; activity change, negative = inhibition, % at 57.5 µM; 350,000 compounds, 0.59% hits;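 active = activity change of -60% or lower, but not beyond a set lower limit; inconclusive = change between -60% and -40%, or beyond the set limit; inactive = change above -40%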; note: % is set by controls: 0 for no effect and ±100 for the full control effect
RXFP1 ag: RXFP1 (human) receptor agonism; Potency, µM (doses to about 57.5 µM), for inactives: at the top dose activation, hits mostly activators; Q9HBX9; HEK293T-RXFP1 cAMP TR-FRET, 30 min; response scale: percent of porcine relaxin response, buffer zero; 370,000 compounds, 0.3% hits; note: potency is the fitted concentration of half-maximal effect; % is set by controls: 0 for no effect and ±100 for the full control effect; nearly all actives have a fitted effect of over 60% in size; many of its hits are not listed in these tables
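Agonist response is measured as cAMP accumulation in an RXFP1-transfected HEK293T line under PDE4 inhibition. Values are scaled between buffer-only and 29 nM porcine relaxin, and EC50s come from standard Hill equation fits.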
D1 antag: human D1 dopamine receptor antagonism; P21728; HEK293 TREx D1 cells, calcium flux, dopamine EC80; stronger effect = lower value; activity change, negative = inhibition, % at 10 µM; 360,000 compounds, 3.2% hits; in the data active = activity change below about -30%; note: % is set by controls: 0 for no effect and ±100 for the full control effect
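After overnight tetracycline induction at 30 C, force-coupled D1 HEK293 cells took up a no-wash calcium dye at room temperature. Compounds were added and monitored 180 s, and the response to EC80 dopamine was then recorded.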
D2 PAM: positive allosteric modulators of human D2 dopamine receptor; P14416; HEK293 T-REx D2, calcium flux, EC20 dopamine potentiation; potentiation, % at 10 µM; 340,000 compounds, 0.34% hits; AID 485347;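 active = potentiation over 3 SD above the plate norm, cut at about 30% in these data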; note: 0% is about no effect
Target sequence (P14416 whole entry, looked up): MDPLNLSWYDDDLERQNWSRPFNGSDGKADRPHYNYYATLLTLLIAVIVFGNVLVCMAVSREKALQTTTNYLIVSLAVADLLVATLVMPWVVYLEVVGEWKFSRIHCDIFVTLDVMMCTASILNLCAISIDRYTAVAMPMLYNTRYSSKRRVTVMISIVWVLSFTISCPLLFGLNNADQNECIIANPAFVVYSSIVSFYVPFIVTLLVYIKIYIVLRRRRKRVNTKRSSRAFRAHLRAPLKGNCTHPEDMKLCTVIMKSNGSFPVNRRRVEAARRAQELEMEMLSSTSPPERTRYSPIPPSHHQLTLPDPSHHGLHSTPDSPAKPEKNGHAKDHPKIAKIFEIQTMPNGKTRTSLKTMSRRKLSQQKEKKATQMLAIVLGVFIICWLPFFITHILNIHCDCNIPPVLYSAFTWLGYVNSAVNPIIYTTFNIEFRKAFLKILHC
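Potentiation of an EC20 dopamine calcium response measured kinetically over 180 s, after a preceding 180 s compound-only read flagging agonists. Cells: inducible Hek293 Trex D2 line, 4000/well, cultured overnight at 30 C before dye loading.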
D1 agonist: agonists of human D1 dopamine receptor. P21728. HEK293 T-REx D1 cells, calcium flux, agonist mode. activation, % at 2 µM. 360,000 compounds, 1% hits. AID 504660; in the data active = activation above about 30%; note: 0% is about no effect
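Agonism was scored from calcium flux recorded over 180 s (1 read/s) after pintool compound addition, following a 10-cycle baseline. Cells were inducible force-coupled HEK293 TREx D1, plated overnight at 30 C and loaded with no-wash calcium dye.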
TRHR enhancer: allosteric enhancers of human TRH receptor; P34981; TRHR cells, fluo-8 calcium fluorescence, EC20 TRH enhancement; enhancement, % at 2 µM; 360,000 compounds, 0.66% hits; AID 493056; in the data active = enhancement above about 30%; note: 0% is about no effect
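TRHR-expressing cells loaded with fluo-8 calcium dye were read kinetically (ex 480/em 530) during compound addition, then stimulated with an EC20 of TRH (10 nM final). Enhancement of the Gq-mediated intracellular calcium response was scored.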
TRHR ag: activates the human TRH receptor; P34981; TRHR cells, calcium flux fluo-8, FDSS agonist mode; activation, % at 2 µM; 360,000 compounds, 0.18% hits; AID 493084; in the data active = activation above about 30%; note: 0% is about no effect
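Fluo-8-loaded TRHR cells; 10 s baseline, compound added, kinetic Ca2+ fluorescence read 1/s, agonist mode.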
Apoferritin bind: binds horse apoferritin like a general anesthetic; P02791; Potency, µM (doses to about 77.5 µM), inactives show top-dose activity change, negative = displacement, hits mostly inhibitors; apoferritin/1-aminoanthracene competitive binding, fluorescence; 350,000 compounds, 0.074% hits; AID 485281; note: potency is the fitted concentration of half-maximal effect; % is set by controls: 0 for no effect and ±100 for the full control effect; nearly all actives have a fitted effect of over 20% in size
Target sequence (P02791 2-175 limits assumed): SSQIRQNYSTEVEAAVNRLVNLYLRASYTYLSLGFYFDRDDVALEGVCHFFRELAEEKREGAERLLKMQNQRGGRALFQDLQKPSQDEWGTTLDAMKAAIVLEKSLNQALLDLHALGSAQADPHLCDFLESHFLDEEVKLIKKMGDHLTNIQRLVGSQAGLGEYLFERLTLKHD
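Read-out: endpoint 1-AMA fluorescence, excitation 380 nm and emission 535 nm, after compounds sit 10 min at room temperature with 10 uM horse-spleen apoferritin in 50% saturated 1-AMA/PBS. Values come from four-parameter Hill fits.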
Active calls of the source: *; ? = inconclusive; nt = no result given; [ ] = remark or other dose. Unless noted, calls come from the whole dose curve; as a rule, active = well fitted curve in the direction sought with a large enough effect; inconclusive = small, poorly fitted or top-dose-only effect, or another doubt; inactive = no such curve, though single readings can be large; an effect the other way counts as inactive or inconclusive. This is a subset (hit frequency here may not be typical).

SMILES	D1 potentiator	RXFP1 antag	RXFP1 ag	D1 antag	D2 PAM	D1 agonist	TRHR enhancer	TRHR ag	Apoferritin bind
CCc1ccc[n+](-c2[nH]c(=O)sc2/C=N/N=C(\N)[O-])c1	-6	13	-0.5%	-9	nt	3	-4	0.7	-1%
Cc1cc(C)n(CC(=O)N/N=C/c2ccco2)n1	4	2	-0.9%	-7	6	5	-1	0.5	-7%
COc1ccc(CNc2nc3c(c(=O)n(Cc4ccc(F)cc4)c(=O)n3C)n2C)cc1	-5	4	1.2%	-7	4	1	2	0.1	14%
CC(C)OCCCNC(=O)C1CC(=O)N(CCc2ccc(F)cc2)C1 (stereo not drawn)	-7	12	0.6%	-9	0	0	12	-0.1	-4%
CC(C)C(=O)N1CCC(CN=CC2=C(O)CC(C)(C)CC2=O)CC1	-5	-9	0.0%	2	-5	0	-2	0.7	-9%
CCN(CC)c1ccc(/C=N/Nc2ccccc2)c(O)c1	-2	3	-1.1%	-11	7	3	0	-0.2	-24%
Cc1nnc(N/N=C/c2ccc(-c3ccccc3F)o2)n1N	5	17	-0.3%	-2	-33	0	-8	-0.5	-24%
O=C(CCn1c(=O)[nH]c2ccccc2c1=O)N1CCN(c2cccc(C(F)(F)F)c2)CC1	-1	-11	-2.9%	-16	-2	2	3	-0.5	-16%
O=C(N/N=C/c1ccncc1)c1ccc(COc2cccc3cccnc23)cc1	3	14	0.8%	10	19	6	1	-0.8	-19%
O=C1COc2ccc(S(=O)(=O)NCc3ccccc3)cc2N1	-2	1	-0.2%	9	nt	-1	3	-0.6	7%
CCN(CC)CCCNC(=O)c1oc2ccc3c(c2c1C)C(O)CC(C)(C)O3 (stereo not drawn)	5	4	2.6%	-4	1	7	-5	0.3	3%
O=C(CSc1nncc2ccccc12)Nc1ccc(C(=O)O)cc1	8	8	6.4%	0	12	1	-1	0.3	-14%

Look-ups from above.
Under TRHR enhancer, O=C(CSc1nncc2ccccc12)Nc1ccc(C(=O)O)cc1 shows -1
Under D1 antag, O=C(CCn1c(=O)[nH]c2ccccc2c1=O)N1CCN(c2cccc(C(F)(F)F)c2)CC1 shows -16

Record cards (already shown). Order of values: D1 potentiator	RXFP1 antag	RXFP1 ag	D1 antag	D2 PAM	D1 agonist	TRHR enhancer	TRHR ag	Apoferritin bind
CCc1ccc[n+](-c2[nH]c(=O)sc2/C=N/N=C(\N)[O-])c1 as listed: -6	13	-0.5%	-9	nt	3	-4	0.7	-1%
CC(C)OCCCNC(=O)C1CC(=O)N(CCc2ccc(F)cc2)C1 (stereo not drawn) as listed: -7	12	0.6%	-9	0	0	12	-0.1	-4%

(continued)
SMILES	D1 potentiator	RXFP1 antag	RXFP1 ag	D1 antag	D2 PAM	D1 agonist	TRHR enhancer	TRHR ag	Apoferritin bind
Cc1cc(C)cc(C(=O)NC2CC(C)(C)NC(C)(C)C2)c1	-2	-11	0.8%	4	-2	0	-1	0.5	-5%
COc1cccc(CC2(CO)CCCN(Cc3c(C)cc(C)cc3-n3cccn3)C2)c1 (stereo not drawn)	-7	-13	1.8%	-36*	-12	4	-11	0.3	-13%
O=C(Nc1ccc(C(=O)N2CCOCC2)cc1)c1cc(-c2cccnc2)nc2ccc(Cl)cc12	-4	7	-0.1%	15	9	1	2	0.3	-8%
Cc1cc(NC(=O)Cn2nc(C(F)(F)F)c3c2CCC3)no1	4	4	0.4%	-4	-2	8	-6	0.7	-7%
O=C(CCl)N1CCN2C(=O)c3ccccc3C12c1ccc(Cl)cc1 (stereo not drawn)	0	-14	0.4%	-9	3	2	-3	-0.2	-7%
Cc1cccc(NC(=O)C(Cc2ccccc2)N2Cc3ccccc3C2=O)c1C (stereo not drawn)	1	0	0.4%	5	3	1	0	-0.6	-12%
COc1ccc(CNC(=O)c2cc3c(=O)n4ccccc4nc3n(Cc3cccnc3)c2=N)cc1	-10	6	21%	-7	10	20	-4	-0.4	-7%
CC(C)c1cccc(C(C)C)c1NC(=O)CN1C(=O)NC2(CCCCCCC2)C1=O	-4	-3	-2.0%	6	-6	1	3	-0.1	nt
Cc1c(C(=O)N2CCOCC2)sc(NC(=O)c2ccc([N+](=O)[O-])cc2)c1C#N	-2	3	-4.5%	-3	-10	1	-3	-0.1	-8%
O=c1[nH]c(Cc2ccccc2Cl)nc2ccccc12	6	11	29%	-4	10	1	-2	-1.1	-12%
COC(=O)COc1cc(=O)oc2ccc(NS(=O)(=O)c3ccccc3)cc12	0	6	0.5%	-4	-5	1	-3	0.4	-2%
CC(C)CCNC(=O)c1ccc(OC2CCN(S(=O)(=O)N(C)C)CC2)cc1	-9	-2	1.1%	1	-2	4	3	0.3	-15%
Cc1ccc(Cl)cc1N1CCN(C(=O)Cn2cnc3sc(C)c(S(=O)(=O)N4CCC(C)CC4)c3c2=O)CC1	0	nt	-0.4%	-29	7	6	6	0.3	-16%
COCCCNC(=O)c1nn(-c2ccc(C)cc2)nc1CO	0	-9	0.4%	6	1	0	-4	-0.2	-1%
CCc1nc(C)ccc1OCC(=O)N1CCc2c([nH]c3ccccc23)C1c1ccccn1 (stereo not drawn)	8	-7	0.7%	19	14	1	18	4.1	-13%
COc1ccc(NC(=O)c2ccc(-n3cncn3)c([N+](=O)[O-])c2)cc1	-3	15	3.6%	18	0	2	-4	-0.2	-11%
CCn1cc(C(=O)NN)c(=O)c2cc(F)c(NC3CCCCC3)cc21	-3	-3	3.4%	5	-12	-1	24	-0.7	-9%
NS(=O)(=O)c1ccc(NC(=O)/C=C/c2cn(-c3ccccc3)nc2-c2cccc(Cl)c2)cc1	6	?	13%	-9	9	12	-2	-1.7	-14%
CCCn1cc(CN2CCC(C(=O)Nc3cccc(-c4cscn4)c3)CC2)c(C)n1	-6	1	-0.6%	-16	0	2	-2	0.2	-4%
CCN(CC)S(=O)(=O)c1cc(-c2nnc(-c3ccc(Br)cc3)o2)ccc1Br	-2	-10	2.6%	5	9	2	1	0.4	3%
CCCNC(=O)c1ccc(Cn2c(SCC(N)=O)nc3ccccc3c2=O)cc1	1	nt	-0.9%	-14	10	2	-2	0.2	-6%
CC(C)CCn1c(=O)c2ccccc2n2c(CN3CCCC3)nnc12	2	0	2.8%	-3	2	5	-5	-1.4	-2%
Cc1ccc(C(=O)CN(CCCC(N)=O)C(=O)c2ccncc2)cc1	-6	nt	-0.4%	0	21	-2	13	0.0	nt
COc1ccccc1Nc1nc(-c2c(C)[nH]c3ccccc23)cs1	-12	-20	5.3%	-24	-6	3	8	0.4	-14%
COc1ccc(NC(=O)CC2COc3ccccc3O2)c(OC)c1 (stereo not drawn)	-12	-1	-4.5%	-20	-8	6	-5	-0.4	?
CN(C)S(=O)(=O)c1ccc(C(=O)NCc2ccco2)cc1	4	2	0.2%	-5	3	4	9	-1.4	-1%
CC(C)(C)[C@@H]1C=C(C(=O)Nc2ccccc2)O[C@H](OCc2ccc(CO)cc2)C1	-4	nt	-0.7%	-8	4	-1	-4	2.9	-9%
CCOc1ccccc1NC(=O)CCC(=O)O	8	-2	-0.1%	-6	4	1	-3	-0.4	-4%
COc1ccc(OC)c(-n2cc3c(=O)n(C)c(=O)n(C)c3c2)c1	-6	4	4.8%	6	13	1	3	0.0	?
C=CCN(C(=O)CNS(=O)(=O)c1ccccc1)C(C(=O)NCCOC)c1ccncc1 (stereo not drawn)	-3	-8	-0.8%	2	nt	2	-4	-0.3	3%
CC(C)(C)c1ccc(S(=O)(=O)Nc2ccc(C(=O)N3CCCC3)cc2)cc1	3	-18	-2.4%	-13	-2	10	-1	0.8	-10%
Cc1c(NC(=O)c2cnn3cccnc23)c(=O)n(-c2ccccc2)n1C	5	-4	4.1%	19	0	2	3	0.5	-13%
Cc1cc(N=Nc2ccc(Cl)cc2)cc(CN2CCOCC2)c1O	2	-17	-0.2%	-10	-6	3	-7	0.5	-8%
COc1cccc(-c2cc(=O)c3cc(NC(=O)c4ccc(N(C)C)cc4)ccc3[nH]2)c1	-7	nt	0.1%	-6	2	1	15	-0.7	-1%[110 µM]
Cc1cccc(C)c1OCc1cc(C(=O)N2CCNC(=O)C2)no1	2	25	-0.1%	0	0	0	3	-1.4	-8%
COc1ccc(Cn2ccnc2SCC(=O)NC2CCCCC2)cc1	5	7	-0.8%	2	-3	6	-3	-0.7	?
CCOc1ccc(CCNC(=O)CCn2c(=O)c3cccn3c3ccc(F)cc32)cc1OCC	2	-12	-2.6%	2	2	0	28	-0.3	?
CCOCC(=O)OCC(=O)NC12CC3CC(CC(C3)C1)C2	-3	10	1.5%	1	-1	4	0	-0.1	?
COc1ccc(C2=NOC(C(=O)N3CCN(C(=O)c4ccco4)CC3)C2)cc1OC (stereo not drawn)	7	15	0.0%	-9	7	1	4	0.0	-7%
Cc1ccc(C(=O)SC2=NCCS2)cc1	-5	-10	1.3%	3	20	-3	-6	-0.4	-18%
CCCc1cc(-c2nc(-c3ccc(C)cc3)cs2)ccn1	-1	8	-0.3%	3	nt	7	-8	0.5	-3%
CCC(=O)c1ccc(OCC(=O)N2CCCC2)c(OC)c1	-4	1	-0.2%	-12	-1	0	-8	0.5	-19%
CCn1c(SCC(=O)Nc2ccc(OC)c(OC)c2)nnc1-c1cnccn1	0	-10	2.5%	7	6	2	-1	0.1	-4%
Cn1c(=O)c2ncn(CC(=O)NCCOc3ccccc3)c2n(C)c1=O	-6	-15	12%	-8	7	3	1	0.5	7%
N/C(=N\OC(=O)CC1CCCCC1)c1ccccn1	-1	14	2.6%	5	1	0	-3	0.0	?
COc1cc(OC)cc(C(=O)NC(=S)N2CCCCC2c2cccnc2)c1 (stereo not drawn)	13	nt	1.6%	5	5	3	7	-1.0	-22%
Cc1ccc(S(=O)(=O)CC(=O)Nc2nc3c(C)cc(C)cc3s2)cc1	1	-36	3.7%	nt	-4	-3	0	-0.1	4%
Cc1ccc(C(=O)N/C(=C\c2sccc2C)C(=O)NCCCN2CCOCC2)cc1	-4	-2	-1.8%	15	-9	2	6	0.4	6%
Cc1oc(-c2ccc(C(=O)NCc3ccccc3)cc2)nc1CN1CCc2ccccc21	-1	-3	5.2%	4	17	0	-5	0.0	6%
CCOCCCNC(=S)N(Cc1ccccc1)Cc1nc2ccccc2c(=O)[nH]1	4	0	0.2%	-6	10	3	5	-1.5	-10%

Of the compounds above, these have a nitro group on carbon:
SMILES	D1 potentiator	RXFP1 antag	RXFP1 ag	D1 antag	D2 PAM	D1 agonist	TRHR enhancer	TRHR ag	Apoferritin bind
Cc1c(C(=O)N2CCOCC2)sc(NC(=O)c2ccc([N+](=O)[O-])cc2)c1C#N	-2	3	-4.5%	-3	-10	1	-3	-0.1	-8%
COc1ccc(NC(=O)c2ccc(-n3cncn3)c([N+](=O)[O-])c2)cc1	-3	15	3.6%	18	0	2	-4	-0.2	-11%

Screens: PubChem, National Center for Advancing Translational Sciences (NCATS)
